Source: PubChem (several laboratories)
Diaph inh CS – inhibits diaphorase or chemically oxidizes, flagging diaphorase assay artifacts. AID 1217. inhibition, % at 20 µM. hit rate 0.69% among 190,000. diaphorase resazurin-to-resorufin fluorescence, NADH, 16 min; bacterial (C. kluyveri) enzyme, not human;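 active means primary screen inhibition at 20 µM above a set limit, cut at about 50% in these data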;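 further: plate controls were DMSO with full reaction for no effect and wells lacking NADH for full effect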
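Assay system: diaphorase enzyme from Clostridium kluyveri; Input: enzyme working solution with 0.14 U/mL diaphorase; Timing: 16 min at room temperature; Technique: resorufin fluorescence, excitation 544 nm, emission 590 nm; Benchmarks: positive control minus NADH, DMSO neutral control.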
G6PDH counter – counter-screen for G6PDH assay hits: L. mesenteroides G6PDH inhibition; Purified L. mesenteroides G6PDH, diaphorase/resazurin coupled fluorescence, 45 min; inhibition, % at 5 µM; hit rate 0.12% among 200,000; AID 1020
TLR4-MyD88 BLA – inhibitors of human TLR4-MyD88 binding; O00206+Q99836; HeLa CL3-4 TLR4/MyD88 BLA complementation, FRET ratio; inhibition, % at 8.4 µM; hit rate 0.18% among 200,000; AID 861; in the data active means inhibition above about 25%;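 further: 0% = vehicle and 100% = reference inhibitor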
Target sequence (O00206 whole entry, looked up): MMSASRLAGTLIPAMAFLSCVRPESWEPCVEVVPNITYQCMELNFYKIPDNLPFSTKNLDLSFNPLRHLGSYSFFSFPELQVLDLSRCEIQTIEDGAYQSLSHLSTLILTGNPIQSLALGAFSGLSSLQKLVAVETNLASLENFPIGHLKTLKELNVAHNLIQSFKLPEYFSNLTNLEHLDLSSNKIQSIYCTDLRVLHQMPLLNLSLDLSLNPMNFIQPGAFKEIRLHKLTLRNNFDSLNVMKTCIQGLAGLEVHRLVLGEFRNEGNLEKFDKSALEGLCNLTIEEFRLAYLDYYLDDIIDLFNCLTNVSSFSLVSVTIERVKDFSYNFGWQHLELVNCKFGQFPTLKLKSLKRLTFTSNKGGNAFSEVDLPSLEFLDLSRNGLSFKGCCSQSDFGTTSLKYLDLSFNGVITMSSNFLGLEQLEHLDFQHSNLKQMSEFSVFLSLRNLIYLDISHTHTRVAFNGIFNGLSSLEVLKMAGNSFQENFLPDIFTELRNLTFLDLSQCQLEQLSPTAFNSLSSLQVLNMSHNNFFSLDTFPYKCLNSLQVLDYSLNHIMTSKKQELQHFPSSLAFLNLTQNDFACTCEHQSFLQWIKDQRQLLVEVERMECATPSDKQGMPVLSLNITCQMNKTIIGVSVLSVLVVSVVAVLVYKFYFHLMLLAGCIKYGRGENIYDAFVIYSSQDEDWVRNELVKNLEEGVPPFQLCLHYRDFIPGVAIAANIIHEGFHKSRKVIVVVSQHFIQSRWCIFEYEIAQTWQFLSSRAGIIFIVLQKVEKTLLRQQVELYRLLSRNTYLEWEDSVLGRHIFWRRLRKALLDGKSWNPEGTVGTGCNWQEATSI
Target sequence (Q99836 whole entry, looked up): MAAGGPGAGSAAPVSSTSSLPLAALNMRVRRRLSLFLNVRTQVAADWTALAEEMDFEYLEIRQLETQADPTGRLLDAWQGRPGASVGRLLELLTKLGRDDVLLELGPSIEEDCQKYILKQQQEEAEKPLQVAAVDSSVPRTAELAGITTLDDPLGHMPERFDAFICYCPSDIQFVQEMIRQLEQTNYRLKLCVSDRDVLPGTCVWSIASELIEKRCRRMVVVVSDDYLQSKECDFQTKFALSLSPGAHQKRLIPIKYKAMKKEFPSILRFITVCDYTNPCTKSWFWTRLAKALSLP
PMI activator – phosphomannose isomerase (human) activation. P34949. purified human PMI, coupled resazurin fluorescence, 20 min; stronger effect = higher value; 1 = vehicle control, 0 substrate-free wells. activation factor at 20 µM. hit rate 0.005% among 190,000;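 active means activation factor of 2 or more at 20 µM, relative to plate controls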
PMI act satM6P – activators of human phosphomannose isomerase at near-saturating mannose 6-phosphate; coupled PMI enzyme assay, resazurin fluorescence, 20 min; stronger effect = higher value; 1 = untreated enzyme, 0 = substrate-free blank; activation factor at 20 µM; hit rate 0.34% among 190,000; AID 1216; P34949;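 active means activation factor of 2 or more at 20 µM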
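test system = human PMI in coupled enzyme assay | medium = HEPES-buffered pH 7.4 with magnesium and detergent | also added = 1.0 mM mannose-6-phosphate substrate with 0.22 mM NADP+ | compound = 20 µM single dose | times = 20 min incubation at room temperature | measured by = resorufin fluorescence (Ex 544/Em 590 nm) from resazurin via diaphorase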
Diaph act CS – counter-screen for diaphorase-based assays: diaphorase activators and chemical reducers; activation factor at 20 µM; AID 1229; hit rate 0.005% among 190,000; Diaphorase/resazurin coupled assay, resorufin fluorescence, 16 min; stronger effect = higher value; 1 = vehicle wells, 0 = NADH-free wells;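 active means diaphorase activity raised at least twofold by the compound at 20 µM; inactive means activation factor below 2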
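Assay system: bacterial diaphorase enzyme (C. kluyveri) / Input: enzyme 0.07 U/mL final / Medium: 50 mM HEPES pH 7.4 with 4.542 mM MgCl2, 0.005% Tween 20 / Doses: single compound dose of 20 µM, 1% DMSO final / Incubation: 16 min enzyme reaction, ambient temperature / Signal: fluorescence, excitation 544 nm and emission 590 nm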
Redox H2O2 prof – compounds producing H2O2 with reducing agent – biochemical, NIH compound library profiling, artefact control for MLSCN library redox annotation, primary screen | DTT-dependent redox cycling H2O2, phenol red/HRP absorbance; 100% = 100 µM peroxide control, 0% = buffer | hit rate 0.03% among 200,000 | activation, % at 10 µM;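 active means activation of at least 50% relative to the plate's high and low controls in the primary single-dose screen; inactive means activation below 50%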;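 further: compound incubated with DTT at 0.8 mM final as the reducing agent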
S1P3 antag – blocks the human S1P3 receptor. Q99500. CHO S1P3 NFAT-BLA reporter, FRET fluorescence, antagonist mode. inhibition, % at 4.98 µM. hit rate 0.27% among 170,000;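 active means inhibition above the plate cutoff, the mean inhibition of test wells on that plate plus 3 SD, cut at about 28% in these data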;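 further: cells challenged with S1P at its EC80 of 0.8 µM; blue over green emission ratio from cleaved BLA substrate after 4 h stimulation; 0% = S1P-stimulated wells and 100% = unstimulated DMSO-only wells; some compounds past the cut are filed as inactive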
RAM network inh – inhibitors of the yeast RAM network; S. cerevisiae dse1pr::URA3 reporter, 5-FOA growth OD615, 2 d; analog-sensitive cbk1-as2 kinase mutant strain; inhibition, % at 50 µM; hit rate 1.8% among 190,000; AID 868;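 active means inhibition above a set limit, 3 SD over mean compound inhibition, cut at about 8.4% in these data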;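 further: 0% = DMSO-only wells with no growth and 100% = 10 µM 1-NA-PP1 full growth; inhibition rescues growth on 5-FOA so higher OD means more RAM inhibition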
Hsp70 activator – Hsp70 transcriptional activation, primary screen | activation, % at 10 µM | HeLa Hsp70 promoter luciferase reporter, luminescence; scaled: vehicle 0, proteasome-inhibitor control 100% | hit rate 0.04% among 200,000;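 active means activation above the mean across all tested compounds plus 3 SD, cutoff set per campaign, cut at about 5.5% in these data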;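 further: 100% = MG132 at 30 µM as the positive control and 0% = DMSO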
Lmaj promast – inhibitors of Leishmania major promastigote growth | Leishmania major promastigotes, resazurin fluorescence viability | inhibition, % at 10 µM | hit rate 9% among 200,000;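 further: promastigotes grown with compound for 44 hours at 28 °C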
* marks the source's active call; other numbers are inactive results; / = no result given. Unless noted, no stated cut-off is given here; in the data, active means inhibition above about 50%; inactive means the rest.

Molecule,Diaph inh CS,G6PDH counter,TLR4-MyD88 BLA,PMI activator,PMI act satM6P,Diaph act CS,Redox H2O2 prof,S1P3 antag,RAM network inh,Hsp70 activator,Lmaj promast
COc1ccc(CNC(=O)Nc2cccc3ccccc23)cc1,8,4,-2,0.9,0.9,0.9,0.6,/,2.2,-0.2,-1
CCOc1ccc(CN(C)CC(=O)Nc2ccc([N+](=O)[O-])cc2Cl)cc1,1,-13,-13,1,1.1,1,0.1,-6,-0.1,-0.3,-4
CCc1nnc(NC(=O)CN2CCN(C(=O)c3ccccc3)CC2)s1,15,12,5,1,1,0.9,0.5,5,1.1,-0.2,-3
COC(=O)c1c(-c2cccnc2)csc1NC(=O)c1cc(C)on1,19,-40,1,0.8,0.9,0.8,0.3,5,1.1,0.1,2
Cc1cc(NC(=O)CSc2ccc(-c3nc4cc(C)c(C)cc4[nH]3)cn2)no1,-11,6,-1,1,1,1.1,-0.4,/,10*,0.1,38
COC(=O)c1nn(-c2ccccc2)ccc1=O,-1,11,12,1,1.1,1,2.5,/,-0.7,-0.3,-5
CCOC(=O)N1CCN(C(=O)C(=O)Nc2ccc3nc4n(c(=O)c3c2)CCCCC4)CC1,23,4,-4,1,1,0.8,-0.9,/,0.2,-0.2,1
CC(C)CC(NC(N)=O)C(=O)OCC(=O)NC(=O)NC1CCCC1 (stereo unspecified),13,4,-1,1,1,0.9,1.2,-20,-0.3,-0.4,-2
COC(=O)C(C(=O)OC)C(C)C(C(=O)OC)C(=O)OC,9,-3,0,1,1,0.9,0.4,/,2.0,0.1,0
O=C(Cn1c(-c2cncs2)nc2ccccc21)NCc1ccccc1,24,-3,-12,0.9,0.9,0.8,3.3,/,1.7,0.2,0
O=C(CSc1ncn[nH]1)Nc1ccc2c(c1)OCCO2,12,2,5,1,1,0.9,0.2,/,2.1,-0.1,-2
CC(C)=CCN1CCN(Cc2ccc(N3CCNC3=O)cc2)CC1CCO (stereo unspecified),/,2,4,/,/,/,-0.5,-20,1.2,-0.2,-5
O=C(Nc1ncc2c(n1)CC(c1ccco1)CC2=O)c1ccc(Cl)cc1 (stereo unspecified),23,3,0,0.9,0.6,0.8,0.6,-9,2.6,-0.2,-3
CCSc1nnc(NC(=O)c2cc(OC)c(OC)c(OC)c2)s1,5,-1,9,1.2,1.1,0.9,-0.7,-41,1.1,-0.2,-8
CCOc1cc(C(=O)NCc2ccc(-c3nc4ccccc4o3)cc2)cc(OCC)c1OCC,0,-3,11,1,0.9,1,1.9,/,4.1,-0.1,-3

Continuation:
Molecule,Diaph inh CS,G6PDH counter,TLR4-MyD88 BLA,PMI activator,PMI act satM6P,Diaph act CS,Redox H2O2 prof,S1P3 antag,RAM network inh,Hsp70 activator,Lmaj promast
CCc1nnc(NC(=O)c2ccc(-c3ccccc3Cl)o2)s1,5,-2,6,1,1,1,0.3,/,2.0,0.0,-3
CCOC(=O)N1CCN(S(=O)(=O)c2cc(Cl)ccc2Cl)CC1,26,6,-6,1,0.9,0.7,0.3,/,2.6,-0.2,-4
Cn1c(-c2ccc3ccccc3n2)nc2cnccc21,-3,0,-5,1,1,1,0.2,-4,1.5,-0.2,9
COc1cccc(NC(=O)Nc2cc(C)ccc2OC)c1,23,9,0,0.9,0.9,0.8,-1.3,7,4.3,-0.2,10
O=C(c1ccco1)N1CCCSC1=Nc1ccccc1,10,4,5,1,1.1,0.9,2.1,-2,-0.4,0.0,-5
COc1ccc(C(=O)OC(C)CN2CCN(C)CC2)cc1OC (stereo unspecified),14,2,-5,1,1,0.9,-0.1,/,-1.4,-0.3,12
COc1ccc(NC(=O)c2c(SC)nsc2SC)cc1,16,2,0,1,0.9,0.8,0.6,-38,1.9,-0.4,-6
CCOc1cc(C)c(Cl)cc1S(=O)(=O)n1ccnc1,4,5,-13,1.1,0.9,1,-0.3,9,1.4,-0.1,92*
c1ccc(-c2nnc(CSc3ccc4c(c3)OCCO4)o2)cc1,59*,4,-14,0.9,1,0.4,-0.6,-10,0.3,-0.3,-4
COc1ccc(NC(=O)N2CCCC2C(=O)Nc2ccc(C)cc2)cc1 (stereo unspecified),20,2,-7,1,0.9,0.8,2.0,-15,2.7,-0.4,-2
CCN(CC)CCCNC(=S)N(Cc1ccco1)Cc1cc2cc3c(cc2[nH]c1=O)OCCO3,2,10,-16,1,1,1,0.2,-3,1.0,0.0,-2
O=C(CSc1nnc(-c2ccc(O)cc2)n1Cc1ccco1)c1ccccc1,-1,3,2,1,1.2,1,0.3,/,6.7,-0.2,54*
Cc1cc(C(=O)NCC(=O)OCC(=O)N2CCCCCC2)ccc1[N+](=O)[O-],22,-2,4,1,1,0.8,0.4,-23,0.4,-0.2,-4
CN(C)S(=O)(=O)c1cc(NC(=O)CN2CCN(c3ccccc3O)CC2)ccc1Cl,18,0,-15,1.2,1,0.8,-0.2,-14,2.0,-0.1,-3
O=C(Nc1ccccc1C(F)(F)F)N1CCN(C(c2ccccc2)c2ccccc2)CC1,7,13,1,0.9,1,0.9,0.1,/,1.4,-0.2,12

Continuation.
Molecule,Diaph inh CS,G6PDH counter,TLR4-MyD88 BLA,PMI activator,PMI act satM6P,Diaph act CS,Redox H2O2 prof,S1P3 antag,RAM network inh,Hsp70 activator,Lmaj promast
Cc1sc2nc(SCC(=O)NCc3ccco3)n(C)c(=O)c2c1C,11,-4,-4,1,1,0.9,1.7,-18,1.6,-0.2,1
O=C(CCCC(=O)NCc1ccccc1)NCc1ccccc1,15,6,-12,1,0.9,0.8,-0.2,3,2.3,-0.3,-8
COCCCn1c(C)nnc1SCc1ccc(C(C)(C)C)cc1,4,2,6,1,1.1,1,-1.4,-2,-2.3,-0.3,2
CNc1oc(/C=C/c2ccccc2)nc1C#N,7,10,-23,1,1,0.9,0.2,-14,1.5,0.2,-7
CCOC(=O)CN1C(=O)S/C(=C/c2ccc3c(c2)n(C)c(=O)n3C)C1=O,9,-3,8,0.9,0.9,0.9,-0.2,-5,0.4,-0.1,69*
COc1ccc2cc(C(=O)C3CCCN(C(=O)c4snnc4C)C3)ccc2c1 (stereo unspecified),9,7,-5,0.9,1,0.9,-1.5,2,0.8,1.0,7
O=C(CCS(=O)(=O)c1ccc(Br)cc1)N1CCN(c2ccccc2Cl)CC1,12,0,-1,1,1,0.9,-15,/,-1.4,-0.4,2
C=C(C)C(=O)OCCCCCCOc1ccc(C(=O)O)cc1,1,-17,1,1,1,1,1.0,/,1.5,-0.2,-4
Cc1nn2c(nc(N3CCCCC3)c3ccccc32)c1C=O,33,8,-19,0.8,0.8,0.7,-0.4,1,5.0,-0.5,53*
CCC1CCCCN1c1cc(C)nc2cc(-c3cccc(C)c3)nn12 (stereo unspecified),44,-1,1,0.8,0.9,0.6,-1.1,/,-1.4,-0.2,16
C#CCOCCOCCOCCNc1nc(N2CCN(C(=O)[C@H](Cc3cc4ccccc4[nH]3)n3cc([C@@H](N)CC(C)C)nn3)CC2)nc(N2CCN(C(=O)[C@H](Cc3cc4ccccc4[nH]3)n3cc([C@@H](N)CC(C)C)nn3)CC2)n1,-61,10,3,1.1,1.3,1.6,0.4,-4,-0.1,-0.2,5
CCCn1c(=O)c(-c2nc3ccccc3[nH]2)c(O)c2ccccc21,-3,2,-4,1.2,1.2,1,-0.5,-5,1.4,0.1,6
Cc1ccnc2nc(C(=O)OCCOc3ccc(F)cc3)nn12,-2,3,-4,1.1,1,1,0.1,-3,-1.9,-0.3,-3
Cc1cccc(NC(=O)c2cc(N3C(=O)CCC3=O)ccc2Cl)n1,9,4,-6,0.9,0.9,0.9,-0.3,/,1.1,-0.1,-4
Cc1c(NC(=O)c2nn(C)c(=O)c3ccccc23)c(=O)n(-c2ccccc2)n1C,/,/,-3,/,/,/,1.6,7,/,-0.3,-6

(list continues)
Molecule,Diaph inh CS,G6PDH counter,TLR4-MyD88 BLA,PMI activator,PMI act satM6P,Diaph act CS,Redox H2O2 prof,S1P3 antag,RAM network inh,Hsp70 activator,Lmaj promast
c1ccc(C2=NCCCN2)cc1,0,9,5,1.1,1,1,1.9,-13,-0.3,0.2,-2
O=C(NCc1ccco1)c1ccc(S(=O)(=O)c2cccc(S(=O)(=O)N3CCOCC3)c2)cc1,17,-5,0,1,1.1,0.8,-2.3,-24,0.8,-0.4,2
O=C(CCN1C(=O)c2ccncc2C1=O)Nc1ccc2c(c1)OCCO2,14,-12,11,0.9,0.9,0.9,-1.6,-35,1.8,-0.2,-7
CN(C[C@H](Cc1ccccc1)N(C[C@@H](Cc1cccc2ccccc12)N(CCc1ccccc1)N=O)N=O)N=O,28,4,-17,0.9,0.9,0.7,0.8,-22,4.7,0.0,23
CC(C)[C@H](NC(=O)Nc1ccc2c(c1)OCCO2)C(=O)O,2,-3,-19,1,1,1,-0.1,-2,0.6,-0.1,-2
COc1ccc(-c2cnn3c4c(c(C)nc23)CCN4C2CCCC2)cc1OC,7,-47,-4,1,1,0.9,3.3,/,2.9,-0.3,0
COc1ccc(NC(=O)NC23CC4CC(CC(C4)C2)C3)cc1OC,12,-19,6,0.9,0.9,0.9,-0.6,/,-0.1,0.0,23
NC(=O)c1ccc(F)cc1,/,/,-2,/,/,/,2.6,-19,1.6,-0.3,-5
O=C(OCc1nnc(-c2ccc(Cl)cc2)o1)c1ccc(=O)n(Cc2ccccc2)n1,20,-10,2,0.9,0.9,0.8,0.6,/,1.7,-0.3,-3
Cc1ccc(C)c(Cn2nnc3c(=O)[nH]c(C4CCCN(C(=O)CC(C)C)C4)nc32)c1 (stereo unspecified),9,-3,1,1,1,0.9,2.0,7,0.6,-0.2,2
COc1ccc([N+](=O)[O-])cc1NC(C)C,8,11,-7,0.9,0.9,0.9,1.4,9,1.7,-0.1,-4
CCSc1nc2[nH]ncc2c(=O)[nH]1,8,3,6,1,1,0.9,-0.2,-2,2.6,-0.2,-4
CN(C)c1ccc(-n2cccc2/C=N/n2cnnc2)cc1,11,14,-8,1.2,1.1,0.9,-0.7,-9,0.5,-0.3,48

Random draw from the library, and some 12% of all compounds hit somewhere here.
